Source: PubChem (several laboratories)
M1 antagonist: antagonists of rat M1 muscarinic receptor | P08482 | CHO-M1 cells, Fluo-4 calcium, ACh EC80 antagonist mode; hits give low values | B-score at 10 µM | actives 3.4% (n = 64,000) | AID 628;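 active = calcium fluorescence response, raw or row-and-column corrected B-score, differing from the plate sample mean either way at a set confidence level, mostly lower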
Target sequence (P08482 whole entry, looked up): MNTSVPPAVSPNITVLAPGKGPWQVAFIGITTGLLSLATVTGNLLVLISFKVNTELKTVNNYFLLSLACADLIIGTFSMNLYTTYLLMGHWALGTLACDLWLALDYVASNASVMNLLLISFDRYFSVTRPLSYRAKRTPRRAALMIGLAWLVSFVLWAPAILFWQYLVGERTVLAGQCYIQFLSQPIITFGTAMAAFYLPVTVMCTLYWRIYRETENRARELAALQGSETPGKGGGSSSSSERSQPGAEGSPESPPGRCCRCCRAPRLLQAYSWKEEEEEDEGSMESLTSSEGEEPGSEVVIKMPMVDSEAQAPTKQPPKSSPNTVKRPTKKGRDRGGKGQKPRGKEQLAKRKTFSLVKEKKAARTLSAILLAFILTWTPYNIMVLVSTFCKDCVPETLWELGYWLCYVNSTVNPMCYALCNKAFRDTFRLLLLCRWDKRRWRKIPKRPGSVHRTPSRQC
5HT1E antag: antagonists of human 5-HT1E serotonin receptor; P28566; CHO 5-HT1E Ga15 NFAT-bla reporter, FRET, antagonist; inhibition, % at 6 µM; actives 0.99% (n = 65,000); AID 571;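 active = inhibition above a set limit, the mean inhibition across every tested compound plus 3 SD, cut at about 29% in these data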;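 note: signal is the 460 over 535 nm emission ratio of beta-lactamase substrate; 0% = agonist plus DMSO wells and 100% = wells without agonist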
HEK293 NFkB inh: inhibitors of the PMA/ionomycin-induced NF-kB reporter in HEK293 cells; inhibition, % at 3 µM; actives 0.21% (n = 62,000); HEK-293 NF-kB luciferase reporter, luminescence;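 active = inhibition above the mean of all tested compounds plus 3 SD, cut at about 40% in these data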;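 note: 0% = stimulated DMSO wells and 100% = 10 µM reference inhibitor 5653914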
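Material: HEK-293 cells with stable firefly luciferase reporter driven by four HIV NF-kB elements / Also added: PMA plus ionomycin mix as NF-kB-activating stimulus / Compound dosing: 3 µM once, 0.30% DMSO / Times: 1 h pretreatment, 16 h stimulation, 37 °C / Signal: luminescence / Evaluation: per-plate % inhibition versus controls / Benchmarks: DMSO and 10 µM reference inhibitor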
Her2 expr inh: inhibitors of human Her2 kinase expression; SKBR-3 HER2 protein level, AlphaScreen, 18-24 h; hits give low values; HER2 level % of control, % at 10 µM; actives 0.69% (n = 65,000); AID 645;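 active = HER2 level under 5% of the carrier-only control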;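 note: 100% = DMSO carrier and 0% = 500 nM PU-H71 HSP90 inhibitor; lower value means stronger loss of Her2 protein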
M1 ag: M1 muscarinic receptor agonism; CHO-M1 cells, Fluo-4 calcium fluorescence, agonist mode; hits give high values; B-score at 10 µM; actives 3% (n = 64,000); AID 626;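 active = fluorescence rise, raw or as B-score row- and column-corrected plate score, outside the 99.7% band of its plate's samples, either direction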
S1P1 ag-PAM: activates or potentiates agonism at human S1P1 receptor; S1P1 CRE-bla cells, forskolin, beta-lactamase FRET, potentiator mode; S1P1 agonist co-added at EC20, 2 nM; 100% = saturating reference agonist, 0% = basal; activation, % at 9.5 µM; P21453; actives 0.57% (n = 56,000);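 active = activation above a cutoff set at the mean activation of all tested compounds plus 3 SD, cut at about 54% in these data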;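 note: forskolin at 4 µM as EC80 and the EC20 agonist is SEW2871; 100% = SEW2871 at its EC100 plus forskolin at EC80; some compounds past the cut are filed as inactive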
Target sequence (P21453 whole entry, looked up): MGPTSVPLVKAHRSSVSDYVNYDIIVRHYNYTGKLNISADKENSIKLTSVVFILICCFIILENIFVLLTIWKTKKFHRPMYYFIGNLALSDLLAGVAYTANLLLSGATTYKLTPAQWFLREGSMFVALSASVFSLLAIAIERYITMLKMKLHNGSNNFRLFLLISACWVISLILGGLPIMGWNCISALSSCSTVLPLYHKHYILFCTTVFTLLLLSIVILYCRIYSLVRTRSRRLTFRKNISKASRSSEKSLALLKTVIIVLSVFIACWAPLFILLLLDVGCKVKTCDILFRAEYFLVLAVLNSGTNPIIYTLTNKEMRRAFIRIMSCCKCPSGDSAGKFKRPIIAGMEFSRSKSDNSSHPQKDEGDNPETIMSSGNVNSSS
S1P3 ag: agonists of human S1P3 receptor | S1P3 NFAT-BLA reporter cells, agonism, FRET ratio; relative to 1 µM S1P, basal subtracted | Q99500 | AID 373 | actives 0.1% (n = 60,000) | activation, % at 4.5 µM;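 active = activation above the screen-wide mean plus 3 SD, cut at about 4.5% in these data, passing the limit was not always enough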; note: some compounds called inactive have numbers as strong as hits
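Benchmarks: high control 1 µM S1P / System: stable CHO line with human S1P3, Gα16, NFAT-BLA reporter / Dosing: single compound concentration, 4.5 µM final / Timing: 4 h compound at 37 °C, 2 h substrate at RT / Measured by: FRET β-lactamase substrate fluorescence, excitation 405 nm, 460/535 nm emission ratio, background-subtracted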
HTR1E agonist: activates the human 5-HT1E serotonin receptor; activation, % at 6 µM; P28566; actives 0.69% (n = 65,000); CHO 5-HT1E Ga15 NFAT-bla reporter, FRET; 0% DMSO wells, 100% control agonist wells; AID 574;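 active = activation above a set limit, the screen-wide mean activation plus 3 SD, cut at about 8.5% in these data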;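 note: 100% = positive control agonist at 1 µM giving full maximal response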
Jurkat tox 60K: cytotoxicity toward Jurkat cells. Jurkat E6.1 viability, ATP luminescence, 48 h. inhibition, % at 4 µM. actives 1.2% (n = 56,000);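 active = inhibition above the mean inhibition of all tested compounds plus 3 SD, cut at about 28% in these data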
Numbers without * were called inactive; · = not tested or not shown. The order is random, and some 9.2% of all compounds hit somewhere here.

SMILES	M1 antagonist	5HT1E antag	HEK293 NFkB inh	Her2 expr inh	M1 ag	S1P1 ag-PAM	S1P3 ag	HTR1E agonist	Jurkat tox 60K
COc1ccccc1Oc1coc2cc(OC(=O)N3CCOCC3)ccc2c1=O	0.54	-2	8	113	-0.031	·	·	-2.0	·
Nc1c(N2CCCC2)cc(Cl)c2nonc12	-0.51	24	19	118	4.2*	10	-0.3	-0.9	4
Cn1c(=O)[nH]c(=O)c2c1nc(CN1CCN(c3cccc(Cl)c3)CC1)n2CCc1ccccc1	0.32	-9	11	18	-0.29	-19	-0.8	1.2	5
O=C(CCCOc1ccccc1)Nc1ccncc1	0.24	-5	-1	107	-2.2	-19	-0.7	-0.7	-7
CCN(CC)C(=O)CSc1nsc(SCC(=O)N(CC)CC)c1C#N	0.35	-11	8	104	0.49	·	·	0.3	·
N/C(CSc1nc(-c2ccccc2)c(-c2ccccc2)o1)=N\O	-0.8	2	13	62	0.51	-36	-0.7	-0.3	-8
COc1ccccc1CNC(=O)C1CCN(S(C)(=O)=O)CC1	0.45	-16	16	107	0	-2	-0.4	0.0	-6
O=C1CC(=O)N(Cc2cccs2)C(=O)N1	0.62	-1	11	129	-0.56	-18	0.7	-0.3	-3
CCOC(=O)C(CCC#N)(CCC#N)C(=O)OCC	-0.36	-3	10	104	-0.49	·	-1.2	0.7	-3
CC(C)(C)c1ccc(C(=O)NCc2cccnc2)cc1	0.049	6	10	102	-0.66	1	-0.2	-0.9	4
CCOC(=O)Cc1csc(NC(=O)c2c(-c3ccccc3)noc2C)n1	0.45	1	10	79	0.069	·	-0.8	-0.4	9
O=C(CNCCC1=CCCCC1)Nc1ccccc1N1CCCCC1	-0.0017	9	17	85	0.91	-14	-1.3	0.2	0
CCOC(=O)C1=C(CN2CCSCC2)NC(=O)NC1c1cc(C)ccc1C (centres undefined)	0.3	0	16	117	-0.73	-59	-0.3	0.5	5
CCC(OC(=O)c1ccco1)C(=O)NCc1ccco1 (centres undefined)	-1.9	0	-2	98	0.56	-2	-0.4	-3.2	-4
Cc1cc(C(=O)NCc2ccco2)cs1	-0.56	9	13	110	0.067	-10	-0.9	-1.5	1
O=C(C1CCN(S(=O)(=O)c2ccc3c(c2)OCCO3)CC1)N1CCc2ccccc21	0.19	3	8	98	0.049	10	-0.7	0.1	-5
O=C(CSc1nc(-c2ccc(F)cc2)cs1)N1CCOCC1	0.017	-6	2	97	-0.021	·	-0.2	0.7	-1
COCCNC(=O)c1nn(-c2cc(OC)cc(OC)c2)c(=O)c2ccccc12	-0.0065	2	7	108	0.28	-5	-1.3	0.2	8
O=C(CC12CC3CC(C1)CC(CC(=O)N1CCCC1)(C3)C2)N1CCCC1	0.19	-2	10	119	0.82	-5	-1.6	0.4	-1
CCCn1nnc(NC(=O)c2cccc(OCC)c2)n1	-0.0012	6	-14	62	-0.1	·	-0.5	-0.1	2
COc1nc(Nc2ccc3c(c2)OCO3)nc(OC)n1	-0.042	-6	6	103	0.56	-18	-0.6	1.0	0
COc1ccc(Oc2nc(C)nc3c2oc2ccccc23)cc1	-0.49	-5	16	75	0.36	-8	0.5	0.6	17
COC(=O)c1ccc2c(c1)NC(=O)C(N1CCOCC1)S2 (centres undefined)	0.65	-4	13	90	0.16	·	·	-0.1	·
N#Cc1cn(CC(=O)N2CCCC2)c2ccccc12	-0.9	4	-2	72	-0.17	·	0.2	0.9	-3
NC(=O)C1(N2CCCCC2)CCN(C(=O)CSc2nc(C(F)(F)F)cc(=O)[nH]2)CC1	-3.5*	-7	12	87	-0.14	9	-0.4	-0.3	-5

Three entries from above, ordered by length of the SMILES, smallest number first.
SMILES	M1 antagonist	5HT1E antag	HEK293 NFkB inh	Her2 expr inh	M1 ag	S1P1 ag-PAM	S1P3 ag	HTR1E agonist	Jurkat tox 60K
CCOC(=O)Cc1csc(NC(=O)c2c(-c3ccccc3)noc2C)n1	0.45	1	10	79	0.069	·	-0.8	-0.4	9
COCCNC(=O)c1nn(-c2cc(OC)cc(OC)c2)c(=O)c2ccccc12	-0.0065	2	7	108	0.28	-5	-1.3	0.2	8
O=C(C1CCN(S(=O)(=O)c2ccc3c(c2)OCCO3)CC1)N1CCc2ccccc21	0.19	3	8	98	0.049	10	-0.7	0.1	-5

(more compounds)
SMILES	M1 antagonist	5HT1E antag	HEK293 NFkB inh	Her2 expr inh	M1 ag	S1P1 ag-PAM	S1P3 ag	HTR1E agonist	Jurkat tox 60K
Cc1cc(=O)oc(C)c1C(=O)NCC1COc2ccccc2O1 (centres undefined)	-0.69	-6	12	106	-1.3	·	·	-0.3	·
CCOC(=O)C1CCN(C(=O)c2ccccc2Oc2ccccc2)CC1	-0.18	1	4	110	0.3	·	-0.7	0.6	4
O=S(=O)(c1ccc(N2CCCC2)cc1)C(F)(F)F	-1	6	4	129	1.3	·	·	-0.6	·
CCCCC(=O)Nc1ccc(C(=O)Nc2ccc3c(c2)OCO3)cc1	-1.5	14	5	72	-0.31	-1	-1.8	0.1	-6
COc1ccc(C)cc1N(CC(=O)Nc1cccc(N(C)S(C)(=O)=O)c1)S(C)(=O)=O	-0.031	-1	15	74	0.022	-5	0.4	-0.1	-2
CC(C)OC(=O)CC(=O)CSc1nc2c(cc1C#N)CCCC2	0.018	-1	13	110	-1.4	-10	-0.5	-0.6	-1
Cc1ccc(-c2c3c(=O)n(C)c(=O)n(C)c3c3nnc4ccccc4n23)cc1	-1.4	0	12	47	1.4	3	-1.1	-0.2	3
NC(=O)c1ccccc1NC(=O)CCCN1C(=O)CCC1=O	0.28	-4	11	117	-0.32	-5	-0.9	-0.3	0
O=C(c1ccco1)N1CCN(C2CCCC2)CC1	0.54	2	14	101	-0.36	23	-1.9	-0.6	5
CCOc1ccc(NC(=O)c2nnn(CC(=O)Nc3ccccc3OC)c2N)cc1	-0.025	-3	14	107	-0.052	10	0.0	-0.2	8
CC(C)CC(=O)Nc1ccccc1-c1nnn(CC(=O)N2CCOCC2)n1	0.4	6	10	84	0.41	19	-0.5	0.3	-2
CC(/C=N/O)Cc1ccc2c(c1)OCO2 (centres undefined)	0.27	2	1	116	1.3	-3	-0.4	-0.7	4
COCCN1C(=O)C(=O)/C(=C(/O)c2cccc(OC)c2)C1c1ccc(C)o1 (centres undefined)	0.17	-4	16	69	-0.055	·	·	0.3	·
Cc1ccccc1-n1c(=O)cc(N2CCCCCC2)[nH]c1=O	0.18	-8	-2	88	0.13	-17	0.5	0.3	0
COc1ccc(-c2nc(CSCC(=O)N3CCc4ccccc43)c(C)o2)cc1OC	-1.5	17	-16	99	-2.4	-20	0.4	3.7	0
O=C(O)c1ccccc1C(=O)N1CCN(c2cccc(Cl)c2)CC1	·	1	2	106	·	12	0.2	45*	-11
Cc1ccc(NC(=O)NC2CCN(CC(=O)Nc3nccs3)CC2)cc1	0.14	5	29	127	0.21	-10	-1.3	0.2	3
O=C(NCC1CCCO1)c1ccc2c(c1)C(=O)N(C1CCCCC1)C2=O (centres undefined)	-0.079	-2	11	98	-0.012	12	-0.1	-0.6	3
Cc1ccc(CC2CC(=O)N(c3ccncc3)C2=O)cc1 (centres undefined)	-0.34	-11	15	103	0.16	-23	-0.1	0.4	-5
CCN(CC)C(=O)CSc1nc2cccnc2n1-c1ccccc1OC	0.71	3	13	105	-0.67	-4	-0.3	0.4	-3
Cc1ccc(N2CC(C(=O)NCc3cccs3)CC2=O)cc1 (centres undefined)	-0.33	5	6	77	0.61	1	-0.1	-0.6	6
CCc1ccc(CCC(=O)Nc2ccc(S(N)(=O)=O)cc2)o1	-0.26	3	10	93	-0.063	·	-1.0	0.1	5
O=S(=O)(NCC(c1cccnc1)N1CCN(c2ccccc2)CC1)c1cccs1 (centres undefined)	-0.95	-7	14	56	0.64	·	·	-0.8	·
COc1cccc(C2=NOC(C(=O)NCc3ccco3)C2)c1 (centres undefined)	0.71	1	16	154	0.13	10	0.0	0.8	5
CC(=O)Nc1ccc(-c2nn3c(C)nnc3s2)cc1C	0.57	2	13	100	-0.11	-17	-0.6	1.8	-1
Other entries follow:
SMILES	M1 antagonist	5HT1E antag	HEK293 NFkB inh	Her2 expr inh	M1 ag	S1P1 ag-PAM	S1P3 ag	HTR1E agonist	Jurkat tox 60K
O=C(Cc1n[nH]c(=O)c2ccccc12)NCc1ccccn1	0.67	-3	5	·	-0.46	·	·	-0.7	·
COc1ccc(-c2nnc(SCC(N)=O)n2N)cc1	-0.015	-6	8	113	0.89	-24	-0.8	-0.1	0
O=S(=O)(NCCc1csc(-c2cccnc2)n1)c1ccc2c(c1)OCCO2	-0.2	11	0	85	1.2	-2	-1.2	-1.2	4
O=C(NC1CCCCCC1)c1c(O)c2ccccc2[nH]c1=O	-0.69	-9	-18	66	-0.35	-24	0.0	0.1	-4
Cc1cccc(N2C(=O)CC(N3CCN(c4cccc(C(F)(F)F)c4)CC3)C2=O)c1 (centres undefined)	-0.44	-1	-2	148	-0.22	-15	-0.5	-0.4	-1
CCN(CCNC(=O)c1cc(C)nn1-c1ccccc1)c1ccccc1	-0.026	-1	2	85	-0.43	-13	-1.3	0.8	1
O=C(NCN1CCc2ccccc2C1)c1cnccn1	0.52	-2	-6	211	-0.31	·	·	0.6	·
COc1ccc(CCNC(=O)c2cc3ccccn3n2)c(OC)c1OC	1	0	-3	80	-0.49	-28	-0.6	0.6	2
CC(CCO)Nc1nc2c([nH]1)c(=O)n(C)c(=O)n2C (centres undefined)	0.63	7	22	99	0	·	-1.2	-1.6	1
COC(=O)CN(c1ccc2c(c1)OCO2)S(C)(=O)=O	-1	-5	19	101	-0.033	-8	0.3	-0.4	-4
CCOCC(=O)Nc1nnc(COc2ccc(Cl)cc2)s1	0.24	-4	-1	101	0.66	-8	-1.0	-0.5	7
CC1Cc2ccccc2N1C(=O)CSc1nnc(-c2ccc(S(=O)(=O)N3CCCCC3)cc2)o1 (centres undefined)	0.25	1	9	69	-0.88	-18	-1.3	-1.0	4
CC1CCCC(NS(=O)(=O)c2ccc3c(c2)OCCO3)C1C (centres undefined)	0.58	13	18	68	0.64	-2	-0.1	0.3	-5
CCSc1ccccc1C(=O)Nc1nncs1	0.61	5	12	92	0.93	·	-1.3	1.2	-3
CCCC(=O)Nc1cc(C)c(NC(=O)c2ccccn2)cn1	-0.24	-7	13	81	0.026	·	·	0.6	·
Cc1csc2ncc(C(=O)N3CCc4ccccc43)c(=O)n12	-0.12	-13	4	84	-0.07	0	-0.8	1.3	-4
Cn1c(=O)c2c(nc(CN3CCc4ccccc4C3)n2CC(=O)c2ccccc2)n(C)c1=O	-0.9	5	11	60	-0.047	-5	-1.0	0.6	4
CC(=O)c1ccc(NC(=O)C(C)Sc2nnnn2C)cc1 (centres undefined)	0.21	-4	9	124	-0.21	-30	-0.1	-0.2	4
O=C(c1ccc(S(=O)(=O)N2CCOCC2)cc1)N1CCN(c2cccc(Cl)c2)CC1	-1	-8	24	67	-2.4	28	-1.9	0.5	2
